Screening data as filed in PubChem.
IL1B NFkB inh – inhibitors of IL-1B driven NFkB p65 nuclear import, primary screen, imaging, HUVEC, IL-1B stimulus, high-content imaging; 94,000 compounds, 0.43% hits; inhibition, % at 2 µM; HUVEC IL-1B NFkB p65 nuclear translocation imaging;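 active = inhibition above about 30% together with a positive call from visual inspection of the well image, limit read from the data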;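 note: nuclear over cytoplasmic p65 intensity ratio measured by imaging; 0% = IL-1B stimulated DMSO wells and 100% = unstimulated DMSO wells; values of inactives mirror those of a sister screen read the other way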
MRP reversal – reversal of MRP1-mediated doxorubicin resistance, primary screen, H69AR cells, doxorubicin co-treatment. differential viability (reversal), % at 10 µM. 85,000 compounds, 0.04% hits. H69AR cells + 2 uM doxorubicin, CellTiter-Glo, 72 h;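 active = viability drop by adding the cancer drug above about 55%, with treated viability meeting a 40% cutoff, limit read from the data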;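 note: viability without doxorubicin minus viability with 2 µM doxorubicin for each compound; larger differential means the compound sensitizes cells more to doxorubicin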
Bcl-B displacement – displacers of TR3 peptide from Bcl-B, primary screen, selectivity assay for Bfl-1 inhibitor project, biochemical, fluorescence polarization | Bcl-2-like protein 10 (Homo sapiens) | FP displacement of FITC-TR3 peptide from Bcl-B; higher % means a stronger effect | displacement, % at 20 µM; hits with a dose series show IC50 in µM | 96,000 compounds, 0.11% hits | AID 748, 2007;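 active = displacement above 50% at 20 µM plus a fluorescence interference ratio under 1.5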;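 note: plate controls were wells without compound for no effect and wells lacking Bcl-B protein for full effect; a part of the inactive calls stands beside numbers as strong as those of hits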
PLAP inhibitors HTS – PLAP enzyme inhibitors, biochemical, luminescence, HTS (AID 690); 96,000 compounds, 0.08% hits; purified PLAP, luminescent substrate; higher % means a stronger effect; inhibition, % at 20 µM, or IC50 in µM where a hit was titrated; in the data active = a potency from the dose series; inactive = the rest, 99 in 100 with inhibition below about 30%; note: strong numbers were not always called active
NFkB transloc pot – enhancers of NFkB p65 translocation in HUVEC – imaging, IL-1B stimulus, high-content imaging, primary screen. 94,000 compounds, 0.3% hits. HUVEC IL-1B NFkB p65 nuclear translocation imaging. activation, % at 2 µM;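 active = activation above 40%, about the mean plus 3 SD, also judged a hit on visual image review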;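 note: percent activation is computed from the nuclear over cytoplasmic p65 intensity ratio; values of inactives mirror those of a sister screen read the other way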
MRP reversal cytotoxicity – further read-out of MRP reversal, marked with its call; viability, %; H69AR cells, CellTiter-Glo, 72 h; measured here: cytotoxicity without doxorubicin
MRP reversal with doxorubicin – recorded beside MRP reversal, whose call it bears; viability, %; measured here: viability with 2 uM doxorubicin; stronger effect = lower value
IL1B NFkB inh cell count 2 µM – second read-out of IL1B NFkB inh, no call of its own (marks repeat the call); cell count; measured here: cells passing quality filter;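 raw number of nuclei counted in each imaged well without normalization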
NFkB transloc pot cell count 2 µM – recorded beside NFkB transloc pot, whose call it bears; cell count; measured here: cells passing quality filter
Numbers without * were called inactive; . = no result given. A portion of the library; the hit share may differ from the screen's.

SMILES | IL1B NFkB inh | IL1B NFkB inh cell count 2 µM | MRP reversal | MRP reversal cytotoxicity | MRP reversal with doxorubicin | Bcl-B displacement | PLAP inhibitors HTS | NFkB transloc pot | NFkB transloc pot cell count 2 µM
CC(C)c1nnc(NC(=O)CN2C(=O)c3ccccc3C2=O)s1 | -21.8 | 127 | . | . | . | 3.8% | 9.4% | 21.8 | 127
CCN(Cc1ccccc1)C(c1cc2cc(C)cc(C)c2[nH]c1=O)c1nnnn1CCOC (configuration not stated) | -14.8 | 199 | 18.6 | 78.0 | 59.4 | 5.8% | -6.7% | 14.8 | 199
CCN1C(=O)C(CC(=O)N2CCN(C(c3ccccc3)c3ccccc3)CC2)N(CC)C1=O (configuration not stated) | 9.3 | 61 | 14.2 | 88.5 | 74.4 | -2.8% | -57.6% | -9.3 | 61
COc1cc(-c2nnc(COC(=O)C3c4ccccc4Oc4ccccc43)o2)cc(OC)c1OC | 2.7 | 222 | -0.9 | 99.9 | 100.8 | -60.9% | -74.5% | -2.7 | 222
Cc1ccc(NC(=O)CCN2C(=O)CSC2=O)cc1 | -4.8 | 169 | -9.3 | 99.0 | 108.3 | . | . | 4.8 | 169
CCC(C)(C)NC(=O)C(OC(=O)c1ccco1)c1ccccc1OC (configuration not stated) | -2.6 | 151 | 7.1 | 92.8 | 85.7 | -2.3% | -18.4% | 2.6 | 151
O=C(O)COc1cccc(NC(=O)c2ccccc2)c1 | . | . | 4.7 | 92.2 | 87.5 | 5.1% | -1.3% | . | .
O=C(CNC(=O)Cn1cnc2sc3c(c2c1=O)CCCC3)NCc1ccccn1 | -12.1 | 199 | -5.8 | 99.2 | 105.1 | 3.1% | -19.6% | 12.1 | 199
O=C(Nn1cnnc1)c1csc2ccccc12 | -5.3 | 122 | 4.2 | 95.1 | 90.9 | -7.6% | -46.7% | 5.3 | 122
O=C1CCC(=O)N1CCC(c1ccc(F)cc1)c1ccco1 (configuration not stated) | -9.8 | 158 | 11.2 | 85.3 | 74.2 | -3.9% | -47.0% | 9.8 | 158
CCOc1cc(C2CC(=O)Nc3cc(C)c(C)cc32)ccc1O (configuration not stated) | -0.6 | 83 | 7.4 | 93.7 | 86.4 | -5.1% | -12.1% | 0.6 | 83
Cc1nnc(C)n1/N=C/c1cc(Br)ccc1O | 7.0 | 143 | . | . | . | 35.1% | -12.6% | -7.0 | 143
Cc1ccc(S(=O)(=O)N=Nc2c(O)[nH]c3ccccc23)cc1C | 1.1 | 148 | 5.5 | 106.3 | 100.8 | -8.4% | -24.6% | -1.1 | 148
COc1cccc2cc(C(=O)N(C)C)c(=O)oc12 | -9.9 | 151 | 4.3 | 89.3 | 85.0 | -5.6% | 7.6% | 9.9 | 151
CCOC(=O)C(Sc1ncnc2c1sc1nc(N3CCOCC3)c3c(c12)CCCC3)c1ccccc1 (configuration not stated) | 9.7 | 150 | . | . | . | 0.0% | -27.6% | -9.7 | 150
Cc1ccccc1NC(=O)c1cc(S(=O)(=O)N2CCCCC2)cs1 | -11.9 | 125 | 8.1 | 101.6 | 93.4 | -5.6% | 3.9% | 11.9 | 125
O=C(c1cc(NC(=O)C23CC4CC(CC(C4)C2)C3)cc(NC(=O)C23CC4CC(CC(C4)C2)C3)c1)N1CCCCC1 | -6.0 | 108 | -0.7 | 95.0 | 95.7 | . | . | 6.0 | 108
O=C(O)C1CC(O)CN1C(=O)c1ccco1 (configuration not stated) | 8.0 | 148 | . | . | . | 1.1% | 12.9% | -8.0 | 148
C/C(Cl)=C\Cn1c(N2CCCCCC2)nc2c1c(=O)n(C)c(=O)n2C | -9.0 | 121 | 7.7 | 40.4 | 32.6 | -0.4% | -23.0% | 9.0 | 121
CCOc1cc(-c2c(C)c(CC)nc(N)c2C#N)ccc1O | . | . | -36.5 | 36.0 | 72.4 | -1.2% | 12.5% | . | .
CCOC(=O)c1nc(NCc2cccnc2)c2ccccc2n1 | -8.3 | 176 | 7.1 | 90.4 | 83.3 | 0.6% | 6.4% | 8.3 | 176
COc1ccc(C(=O)Nc2ccc(OC)c(OC)c2)cc1 | -5.8 | 153 | -10.6 | 88.6 | 99.2 | -10.1% | 18.8% | 5.8 | 153
C=CCn1c(CCNC(=O)c2cccs2)nnc1SCC(=O)Nc1cccc(C(C)=O)c1 | -6.6 | 104 | -2.2 | 84.5 | 86.7 | -1.7% | 12.5% | 6.6 | 104
COc1cc(NC(=O)C2CC(=O)NC3=C2C(=O)CCC3)c(OC)cc1Cl (configuration not stated) | -4.6 | 163 | 9.0 | 85.6 | 76.6 | -7.1% | -6.4% | 4.6 | 163
Cc1ccc(C)c(OCC(=O)NCCN(C)C)c1 | -5.4 | 154 | 10.3 | 104.5 | 94.2 | 1.3% | -10.5% | 5.4 | 154
N#Cc1c(-c2ccccc2Cl)cc(C2CC2)nc1N | -16.6 | 181 | -2.3 | 86.3 | 88.6 | 1.5% | 2.9% | 16.6 | 181
Cn1c(Cl)c(/C=N/OC(=O)c2ccc(Cl)cc2)c2ccccc21 | -10.4 | 109 | . | . | . | 0.4% | -3.5% | 10.4 | 109
Cc1ccc(C(=O)C2=C(O)C(=O)N(CCCN3CCOCC3)C23C(=O)N(C)c2ccccc23)o1 (configuration not stated) | -14.3 | 171 | -24.4 | 83.3 | 107.7 | 9.4% | -7.8% | 14.3 | 171
Cc1cccnc1NC(=O)C12CCC(C)(C(=O)O1)C2(C)C (configuration not stated) | 10.8 | 164 | -1.7 | 89.2 | 90.9 | -1.2% | 8.8% | -10.8 | 164
Cc1cccc(N2CCN(C(=O)c3c(C)nn(Cc4ccccc4Cl)c3C)CC2)c1C | -6.5 | 184 | -26.6 | 48.5 | 75.1 | -9.8% | -70.6% | 6.5 | 184
Sc1oc(-c2ccccc2)cc1C=Nc1ccccc1 | -2.6 | 196 | -3.1 | 25.9 | 29.0 | -13.1% | 18.0% | 2.6 | 196
CC1C(c2ccccc2)=[N+]([O-])C2(CCCCC2)N1O (configuration not stated) | -13.1 | 185 | 3.4 | 87.4 | 84.0 | -11.8% | -3.2% | 13.1 | 185
COc1ccc2oc(C(=O)OCC(=O)c3ccc4c(c3)OCCO4)c(C)c2c1 | . | . | -9.3 | 97.5 | 106.9 | 0.7% | -25.2% | . | .
NS(=O)(=O)c1ccc(NC(=O)Cn2ncc3c2-c2ccccc2OC3)cc1 | -7.8 | 159 | . | . | . | 1.3% | 16.6% | 7.8 | 159
Clc1ccc(CSc2nnnn2-c2ccc3c(c2)OCO3)c(Cl)c1 | 0.9 | 148 | -10.2 | 70.7 | 80.9 | 0.4% | 73.3µM* | -0.9 | 148
Cc1ccc(C(=O)N2CCN(c3ccc(NC(=S)NC(=O)Cc4ccccc4)cc3)CC2)cc1 | 0.0 | 143 | . | . | . | -1.5% | -5.9% | 0.0 | 143
O=[N+]([O-])c1ccc(N2CCN(Cc3ccccc3)CC2)c(S(=O)(=O)N2CCOCC2)c1 | -9.7 | 149 | . | . | . | 6.4% | -31.8% | 9.7 | 149
CCCCOC(=O)CSc1nc2c(c(=O)[nH]c(=O)n2C)n1C/C=C(\C)Cl | 4.2 | 123 | -6.5 | 90.2 | 96.7 | -0.1% | -3.3% | -4.2 | 123
CCN(CCCNC(=O)CC(C(=O)N1CCc2ccccc21)n1ccnc1)c1ccccc1 (configuration not stated) | 7.6 | 138 | 5.6 | 101.8 | 96.2 | -8.6% | -47.9% | -7.6 | 138
Cn1c(=N)c(S(=O)(=O)c2ccc(F)cc2)cc2c(=O)n3ccccc3nc21 | 5.9 | 188 | -22.4 | 48.0 | 70.4 | -14.6% | 11.7% | -5.9 | 188
COCCNC(=O)c1onc(CSc2ccccc2C)c1C(=O)O | -5.0 | 187 | . | . | . | 6.9% | 8.8% | 5.0 | 187
COc1ccc(S(=O)(=O)N2CC(C(=O)O)Oc3ccc(CC(=O)O)cc32)cc1 (configuration not stated) | -3.7 | 162 | . | . | . | -1.2% | 4.0% | 3.7 | 162
COc1ccc(C(=O)NCc2nnc(SCC(=O)N3CCCCC3)o2)cc1OC | -5.1 | 88 | -1.6 | 96.8 | 98.5 | 14.8% | -1.3% | 5.1 | 88
O=C(Cn1ccc2ccccc2c1=O)NCCC(=O)N1CCN(C2CCCCC2)CC1 | -13.9 | 140 | 5.2 | 99.0 | 93.8 | -8.0% | -68.9% | 13.9 | 140
FC(F)(F)c1nc2ccccc2nc1N/N=C/c1ccc(Cl)cc1 | -5.3 | 114 | . | . | . | -6.7% | 15.2% | 5.3 | 114
O=C1C(C=NCc2ccccn2)=C(O)c2ccccc21 | -4.2 | 67 | 13.8 | 97.3 | 83.4 | 2.3% | -59.5% | 4.2 | 67
COC(=O)c1ccccc1NC(=O)Nc1ccc2c(c1)OCO2 | 3.8 | 206 | 22.6 | 106.5 | 83.9 | 5.2% | 27.6% | -3.8 | 206
Cc1onc(-c2ccccc2Cl)c1C(=O)Nc1ccc(-c2nnc3n2CCCCC3)cc1 | -5.2 | 129 | 3.2 | 85.4 | 82.2 | 2.7% | -56.7% | 5.2 | 129
O=C(Nc1ccccc1)C1CCN(C(=O)c2ccccc2)CC1 | -1.7 | 179 | 11.3 | 98.4 | 87.1 | 4.8% | 1.8% | 1.7 | 179
CC(C)(C)NC(=O)CSc1nc(O)cc(=O)n1-c1ccccc1 | -7.4 | 135 | -3.9 | 101.5 | 105.4 | -7.3% | -19.9% | 7.4 | 135

Reprinted from the part before: 4 entries; new compounds follow.
SMILES | IL1B NFkB inh | IL1B NFkB inh cell count 2 µM | MRP reversal | MRP reversal cytotoxicity | MRP reversal with doxorubicin | Bcl-B displacement | PLAP inhibitors HTS | NFkB transloc pot | NFkB transloc pot cell count 2 µM
COC(=O)c1ccccc1NC(=O)Nc1ccc2c(c1)OCO2 | 3.8 | 206 | 22.6 | 106.5 | 83.9 | 5.2% | 27.6% | -3.8 | 206
Cc1onc(-c2ccccc2Cl)c1C(=O)Nc1ccc(-c2nnc3n2CCCCC3)cc1 | -5.2 | 129 | 3.2 | 85.4 | 82.2 | 2.7% | -56.7% | 5.2 | 129
O=C(Nc1ccccc1)C1CCN(C(=O)c2ccccc2)CC1 | -1.7 | 179 | 11.3 | 98.4 | 87.1 | 4.8% | 1.8% | 1.7 | 179
CC(C)(C)NC(=O)CSc1nc(O)cc(=O)n1-c1ccccc1 | -7.4 | 135 | -3.9 | 101.5 | 105.4 | -7.3% | -19.9% | 7.4 | 135
CCN(CC)CCNC(=O)CCc1nn(C)c(=O)c2ccccc12 | -6.7 | 188 | 3.9 | 97.1 | 93.2 | 5.1% | 3.5% | 6.7 | 188
CCN(CC)S(=O)(=O)c1ccc(Cl)c(C(=O)Oc2cccnc2)c1 | 4.0 | 180 | . | . | . | 1.6% | -10.1% | -4.0 | 180
Cc1ccc(C)c(N(CC(=O)NC2CCCCC2)C(=O)CCC(=O)Nc2ccccn2)c1 | -8.1 | 121 | 5.8 | 88.6 | 82.8 | -0.5% | -69.7% | 8.1 | 121
COc1cccc(CSc2nc3ccccc3cc2C=O)c1 | 43.0* | 43* | . | . | . | 0.3% | -7.5% | -43.0 | 43
C=CCSC1=C(C#N)C(c2ccccc2C)CC(=O)N1 (configuration not stated) | -19.5 | 147 | 4.1 | 89.8 | 85.6 | -3.2% | 8.6% | 19.5 | 147
CC1CCN(C(=O)CCNC(=O)Cn2cnc3sc4c(c3c2=O)CCCC4)CC1 | 1.2 | 69 | 11.6 | 91.2 | 79.6 | -3.1% | -110.9% | -1.2 | 69
Cc1ccc(C)c2[nH]c(=O)c(CCNC(=O)CC(C)C)cc12 | . | . | -1.4 | 92.5 | 94.0 | -5.3% | -17.1% | . | .
O=c1cc(Nc2ccc3c(c2)OCCO3)[nH]c(=O)n1Cc1ccc(F)cc1 | -4.7 | 146 | 16.7 | 96.3 | 79.6 | . | . | 4.7 | 146
COC(=O)CCN(C)CCC(=O)OC | -7.3 | 121 | . | . | . | -1.8% | 0.1% | 7.2 | 121
